# Assay outcomes from PubChem BioAssay.
# M4 antag: human M4 muscarinic receptor antagonists, primary screen, CHO cells, Fluo-8 calcium fluorescence; Muscarinic acetylcholine receptor M4 (Homo sapiens), P08173; CHO-hM4 cells, ACh EC80; inhibition, % at 3 µM; hit rate 0.73% among 360,000; AID 624125, 2012;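 active means inhibition above its plate's cutoff, the mean inhibition of sample wells plus 3 SD, cut at about 27% in these data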;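 further: 0% = acetylcholine EC80 with DMSO and 100% = DMSO without agonist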
# M5 PAM: human M5 muscarinic receptor positive allosteric modulators, primary screen, CHO-K1 cells, Fluo-8 calcium fluorescence; AID 624038, 2012; hit rate 0.3% among 360,000; activation, % at 3 µM; Muscarinic acetylcholine receptor M5 (Homo sapiens), P08912; CHO-K1 hM5, ACh EC20 PAM; 0% = ACh EC20, 100% = ACh EC100;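 active means activation above the run cutoff, the mean activation of all test compounds plus 3 SD, cut at about 18% in these data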
#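 System: CHO-K1 cell line with stable human muscarinic M5 receptor expression | Also added: EC20 acetylcholine as agonist stimulus | Compound: One concentration, 3 µM final (nominal) | Timing: Fluo-8 loading 80 min at 37 °C plus 30 min room temperature | Measured by: Fluo-8 calcium dye fluorescence, kinetic read | Read-out basis: % activation, ACh-normalized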
# M4 ag: human M4 muscarinic receptor agonists, primary screen, CHO-K1 cells, Fluo-8 calcium fluorescence; CHO-K1 hM4/Gqi5; vehicle 0%, full acetylcholine response 100%; activation, % at 3 µM; hit rate 0.14% among 360,000;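 active means activation above the run mean over all test wells plus 3 SD, cut at about 32% in these data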;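 further: peak over basal fluorescence ratio per well then scaled between controls; 0% = DMSO wells and 100% = acetylcholine at EC100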
# CRFBP-R2 block: antagonists of CRF-BP/CRF-R2 complex, primary screen, cell-based, HEK293, calcium dye fluorescence, uHTS. CRF-induced calcium fluorescence. inhibition, % at 11.8 µM. hit rate 0.59% among 350,000. AID 588475, 2011;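 active means inhibition of the ligand-induced calcium signal above about 50% at the single tested concentration, limit read from the data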
# CHRM5 agonist: human M5 muscarinic receptor agonists, primary screen, CHO-K1 cells, Fluo-8 calcium fluorescence; Muscarinic acetylcholine receptor M5 (Homo sapiens), P08912; CHO-K1 hM5 cells; 0% DMSO wells, 100% maximal acetylcholine response; activation, % at 3 µM; hit rate 0.19% among 360,000; AID 624037, 2012;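 active means activation above the run's mean over test compounds plus 3 SD, cut at about 23% in these data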;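 further: signal is peak over basal fluorescence ratio across the kinetic read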
# IDE cell inh: human IDE inhibitors in live cells, primary screen, fluorescence polarization, HEK cells, FAbetaB substrate. Insulin-degrading enzyme (Homo sapiens), P14735. FAbetaB cleavage. inhibition, % at 5.59 µM. hit rate 0.41% among 320,000. AID 434962, 2010;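 active means percent inhibition above the average of all tested compounds plus 3 SD, set per screening campaign, cut at about 16% in these data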;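 further: IDE supplied by intact live HEK cells; FP after avidin binding of uncleaved biotin substrate so inhibition keeps polarization high; 0% = DMSO wells and 100% = 60 µM reference IDE inhibitor Ii1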
# Target sequence (P14735 whole entry, looked up): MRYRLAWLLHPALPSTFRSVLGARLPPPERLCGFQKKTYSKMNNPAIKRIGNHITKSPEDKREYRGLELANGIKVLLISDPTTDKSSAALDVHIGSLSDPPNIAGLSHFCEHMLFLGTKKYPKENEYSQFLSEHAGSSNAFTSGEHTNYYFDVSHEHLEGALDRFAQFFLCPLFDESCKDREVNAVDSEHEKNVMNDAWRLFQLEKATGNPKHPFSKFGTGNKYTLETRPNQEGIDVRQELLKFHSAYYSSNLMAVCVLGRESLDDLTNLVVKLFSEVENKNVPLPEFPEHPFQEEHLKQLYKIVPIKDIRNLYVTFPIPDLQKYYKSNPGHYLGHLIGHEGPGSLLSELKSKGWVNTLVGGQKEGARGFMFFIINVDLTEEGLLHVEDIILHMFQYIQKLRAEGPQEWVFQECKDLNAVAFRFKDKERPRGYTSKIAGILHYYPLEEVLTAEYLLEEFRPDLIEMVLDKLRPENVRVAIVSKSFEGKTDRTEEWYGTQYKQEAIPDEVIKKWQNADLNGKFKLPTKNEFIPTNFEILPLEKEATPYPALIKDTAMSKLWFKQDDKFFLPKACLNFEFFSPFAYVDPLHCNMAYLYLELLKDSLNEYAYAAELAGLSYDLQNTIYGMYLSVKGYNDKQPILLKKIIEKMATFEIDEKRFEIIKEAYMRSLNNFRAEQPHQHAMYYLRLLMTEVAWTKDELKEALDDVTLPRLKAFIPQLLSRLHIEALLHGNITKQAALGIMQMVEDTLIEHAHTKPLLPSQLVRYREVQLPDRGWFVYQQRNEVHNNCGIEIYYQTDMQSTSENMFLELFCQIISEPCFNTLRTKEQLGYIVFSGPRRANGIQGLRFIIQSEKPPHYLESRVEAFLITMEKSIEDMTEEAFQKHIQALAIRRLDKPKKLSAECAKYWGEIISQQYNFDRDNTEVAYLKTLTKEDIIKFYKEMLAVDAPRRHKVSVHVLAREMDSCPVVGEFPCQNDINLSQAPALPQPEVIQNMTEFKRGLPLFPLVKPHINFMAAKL
# CHRM5 antagonist: human M5 muscarinic receptor antagonists, primary screen, CHO cells, Fluo-8 calcium fluorescence; Muscarinic acetylcholine receptor M5 (Homo sapiens), P08912; inhibition, % at 3 µM; hit rate 0.59% among 360,000; CHO-hM5 cells, ACh EC80;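 active means inhibition above a per-plate cutoff, the mean of that plate's test compounds plus 3 SD, cut at about 27% in these data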;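 further: 0% = acetylcholine EC80 with DMSO and 100% = DMSO without agonist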
# CRFR2-BP ag: agonists of CRF-BP/CRF-R2 complex, primary screen, cell-based, HEK293, calcium dye fluorescence, uHTS; AID 588473, 2011; hit rate 0.46% among 350,000; calcium dye fluorescence (FLIPR); percent of saturating CRF peptide response; activation, % at 13.2 µM; CRF-binding protein / CRF receptor 2 complex (human);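 active means activation of at least 50%, plus an integration ratio under a set limit after plate pattern correction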;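 further: plate controls were neutral control wells without compound for no effect and CRF at EC100 for full effect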
# M4 PAM: human M4 muscarinic receptor positive allosteric modulators, primary screen, CHO-K1 cells, Fluo-8 calcium fluorescence | Muscarinic acetylcholine receptor M4 (Homo sapiens), P08173 | CHO-K1 hM4/Gqi5, ACh EC20; 0% = ACh EC20, 100% = maximal ACh | activation, % at 3 µM | hit rate 0.4% among 360,000 | AID 624126, 2012;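 active means activation above its plate's cutoff, the mean activation of sample wells plus 3 SD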; further: some results filed as inactive read as strong as hits
# Numbers without * were called inactive; · = no result given; & = joins results of further samples.
smiles	M4 antag	M5 PAM	M4 ag	CRFBP-R2 block	CHRM5 agonist	IDE cell inh	CHRM5 antagonist	CRFR2-BP ag	M4 PAM
O=C(Nc1cccc(F)c1)NC1CC2CCCC(C1)N2C1CC1 (stereo unspecified)	-14	2	1	12	-9	7	-9	-1.0	7
CC(=O)c1ccc(NC(=O)CSc2nccn2C)cc1	6	8	0	-18	-1	-6	2	-1.1	-15
O=C(CSC(=S)N1CCCCC1)Nc1ncc2c(n1)CC(c1ccco1)CC2=O (stereo unspecified)	7	-7	8	2	-6	4	6	3.0	-12
Cc1cc(=S)cc(C)n1CCO	5	-5	0	-19	-2	1	6	0.5	-6
Cc1ccc(CNC(=O)[C@H](C)NC(=O)C2CCN(C(=O)[C@@H]3CCCN3C(=O)OC(C)(C)C)CC2)cc1	-23	1	2	-4	-3	8	0	-1.2	3
CN1CCC(n2[nH]c(-c3ccccc3)c(Cc3ccccc3)c2=O)CC1	98*	-37	2	2	-13	·	98*	-0.8	-11
COc1ccc(OC)c2[nH]c(=O)c(CCNC(=O)c3ccc(S(=O)(=O)N4CCCCC4)cc3)cc12	-2	-2	1	2	-1	5	14	-0.1	0
CCOc1ccc(N2C(=O)C(CC(=O)Nc3ccccc3)N(Cc3ccccn3)C2=S)cc1 (stereo unspecified)	-6	-3	6	7	4	8	9	-1.3	3
CC(=O)Nc1ccc(-c2ccnc3c2CC(C)(C(=O)Nc2cccc(Oc4ccccc4)c2)O3)cc1 (stereo unspecified)	-10	-7	3	·	1	·	0	·	-2
O=C(O)/C=C/C(=O)Nc1ccc2c(c1)C(=O)c1ccccc1C2=O	10	-2	0	9	-3	-7	4	-3.0	8
Cc1cc(Br)cn2c(Cc3ccsc3)c(-c3cccc(Br)c3)nc12	4	-6	1	·	-1	·	-2	·	3
Cc1ccc(/C=N/NC(=O)c2cccs2)o1	1	-1	0	19	-2	-1	-11	-3.3	1
CCOC(=O)c1c(NC(=S)NC(=O)c2ccco2)sc2c1CCCC2	-1	7	0	-16	-3	2	-9	0.7	-3
CN1CCN(C(=O)C2=C[C@@H](c3csc4ccccc34)C[C@@H](OCc3ccc(CO)cc3)O2)CC1	7	5	6	1	-2	3	6	-0.1	-4
COCCN(Cc1cc2cc(C)ccc2[nH]c1=O)S(=O)(=O)c1ccc(Cl)cc1	-12	-7	1	-15	-5	3	15	-1.8	-4
CC(=O)Nc1ccc(NS(=O)(=O)c2ccc(CN3C(=O)c4cccnc4C3=O)cc2)cc1	-9	-4	-2	14	-2	0	8	0.7	10
Cc1oc(-c2ccccc2)cc1C(=O)NC1CCN(Cc2ccccc2)CC1	9	1	2	-23	-1	0	0	-0.1	-6
CC1CC(C)(C)NC(=S)N1CCC(=O)N1CCc2ccccc21 (stereo unspecified)	-4	-1	1	2	-3	-4	1	-0.1	2
Cc1ccc(OCc2nc(-c3ccccc3)no2)cc1	-4	7	-1	29	-5	-4	3	-5.5	2
Cc1ccccc1CNC(=O)/C=C\C(=O)O	-14	3	2	3	-1	5	2	-1.2	9
CC(=O)N1c2ccc(C)cc2Sc2c1ccc1ccccc21	-2	-10	-1	-19	-7	·	22	1.1	-1
CCN(CC)CCNC(=O)COc1ccc(OC)cc1	-8&11	-4&0	1&1	8&4	-1&-8	1&0	0&4	-0.1&0.8	-3&-3
O=C(NCC1CCCCC1)c1cccc(S(=O)(=O)N2CCCC2)c1	-8	-9	1	8	-7	2	3	0.6	1
C/C(=N/NS(=O)(=O)c1ccccc1)c1ccc(NC(=O)C2CC2)cc1	-7	3	2	1	-6	3	-9	0.2	10
CC1(C)CC(=O)C2=C(C1)N(c1ccccc1)C(N)=C(C#N)C2c1ccccc1 (stereo unspecified)	-10	9	-1	-5	1	2	-5	1.2	8
COC(=O)c1cccc(NC(=S)N2CCN(c3ccccc3F)CC2)c1	-1	-1	2	-11	-1	4	-4	0.3	-6
CC(C)(C)C(=O)c1c(N)[nH]c(C(=O)c2ccccc2)c1-c1ccc(Br)cc1	3	-2	0	·	0	·	-3	·	-1
O=C(O)/C=C\C(=O)Nc1ccc(N2CCN(c3ccc(Cl)c(Cl)c3)CC2)cc1	6	-9	1	-1	-2	-1	16	-0.5	-10
CCOC(=O)N1CCN(Cc2ccccc2Cl)CC1	4	-5	-1	-4	-6	-2	8	-0.4	-2
Cc1cccc(NC(=O)CSc2nnc(Cn3nnc(-c4ccccc4)n3)n2-c2ccccc2)c1	-5	-7	9	-21	-1	0	9	0.0	-7
Clc1ccccc1C1=Nn2c(nnc2-c2ccco2)SC1	-6	2	0	-11	0	12	-7	-0.6	-1
CCOc1ccc(C(C)=O)cc1N1C(=O)C2C3C=CC(C3)C2C1=O (stereo unspecified)	7	-7	1	4	-3	5	3	-0.8	7
O=C(Nc1ccc(S(=O)(=O)Nc2nccs2)cc1)c1cc(-c2ccncc2)nc2ccccc12	10	5	0	-23	0	11	10	2.3	11
CC(NC(=S)Nc1c(Cl)cccc1OC(F)F)C(C)(C)C (stereo unspecified)	-8	-2	2	-17	-5	-4	5	1.4	-3
COc1ccc(C(CNC(=O)c2cc3c(s2)CCCC3)N2CCOCC2)cc1 (stereo unspecified)	-3	-1	0	0	-3	2	2	-0.8	-1
Cc1ccc(CNC(=O)CC2C(=O)Nc3c2c(=O)n(C)c(=O)n3Cc2ccccc2)cc1 (stereo unspecified)	16	-2	0	-6	-3	2	5	5.5	-11
Cc1ccc(C(=O)NC(=S)Nc2ccccc2C)cc1	-5	0	-1	1	-7	0	-2	3.4	1
Cc1ccccc1C(=O)Nc1cccc(-c2ccc3nncn3n2)c1	-10	-4	2	4	1	0	8	-1.6	2
COc1ccccc1C(=O)OCC(=O)NC(=O)NC1CCCCC1	-2	2	2	-13	4	·	-2	0.0	16
CCOc1ccc(-c2nc(CSCC(=O)NC3CCN(Cc4ccccc4)CC3)c(C)o2)cc1	3	-9	13	-4	2	·	10	-0.1	-6
CC1(C(=O)NS(=O)(=O)c2cccc(C#N)c2)CCN1C(=O)c1cccc2ccccc12 (stereo unspecified)	-13	-2	0	·	-1	·	-4	·	-1
CCOC(=O)C1(C)CCCN(C(=O)c2cc(OC)c(OC)c(OC)c2)C1 (stereo unspecified)	-13	-5	1	·	0	·	3	·	4
O=C(N/N=C/c1ccc2c(c1)OCO2)c1ccc(Br)o1	-11	-3	1	33	-3	1	-6	-4.6	-2
CCCCNS(=O)(=O)CCNCCc1ccccc1	-7	-3	0	-6	1	·	-7	-3.8	0
CCOC(=O)c1sc(NC(=O)c2ccncc2)nc1C	6	1	1	4	3	5	4	-2.9	-6
NC(CCc1ccccc1)c1csc(NC(=O)NCCc2ccccc2)n1 (stereo unspecified)	8	-3	11	·	0	·	7	·	-1
N/C(=N\O)C1COc2ccccc2O1 (stereo unspecified)	9	-7	0	43	0	1	18	6.7	9
C/C(=N\NC(=O)Cn1c(-c2ccccn2)nc2ccccc21)c1cccc(O)c1	-9	-7	8	-18	4	-1	-5	-1.9	-8
O=C1CC(N2CCC(c3nc4ccccc4o3)CC2)C(=O)N1c1ccc(Cl)c(C(F)(F)F)c1 (stereo unspecified)	6	-2	3	-37	-4	3	4	-1.2	-4
CN(CCOc1ccccc1)Cc1ccccc1	3	0	0	·	-4	·	-6	·	-1
N#Cc1cccc(NC(=O)CN2CCCCCC2)c1	-3	-1	2	2	-3	-3	6	0.3	2
O=C(/C=C/c1c(F)cccc1Cl)Nc1cccnc1	-3	-1	6	-11	-1	-2	6	-2.8	3
COc1ccc(-c2c3c(=O)n(C)c(=O)n(C)c3cn2-c2cccc(OC)c2)cc1	0	3	6	-3	3	4	-1	0.7	5
O=C(CSCc1nc2ccccc2[nH]1)N1CCN(c2cccc(Cl)c2)CC1	15	-5	12	20	5	-2	2	-4.8	-4
c1csc(CSc2nnc3sc4ccccc4n23)c1	-4	-3	0	11	-6	0	-1	-3.3	-4
Cc1cccc(-n2c(C)nc3sccc3c2=O)c1	1	-4	0	-4	-2	0	5	1.2	6
CCn1cc(S(=O)(=O)c2ccc(C)cc2)c(=O)c2cc(OC)ccc21	-13	7	0	-8	-1	7	-4	-0.2	8
COc1ccc(SC[C@H](C)CN2CC[C@H](C)CCC2=O)cc1	2	4	3	-3	-3	4	3	0.5	-1
Cc1cc(Br)ccc1NC(=S)NC1CCCC1	3	-2	4	-1	-2	0	2	0.5	7
O=C(O)CCCC(=O)NCCCc1ccccc1	10	0	0	19	3	0	4	-0.7	0

# Remaining list, next part
smiles	M4 antag	M5 PAM	M4 ag	CRFBP-R2 block	CHRM5 agonist	IDE cell inh	CHRM5 antagonist	CRFR2-BP ag	M4 PAM
O=C(O)c1ccc(-c2nc(-c3ccc(Cl)cc3)cs2)cc1	-3	0	0	53*	-1	·	-1	-3.4	-1
CCOC(=O)CC1C(=O)NCCN1S(=O)(=O)c1ccc(F)cc1 (stereo unspecified)	3	-5	1	6	1	3	0	0.6	1
Cc1cc(NC(=O)CCC(=O)N(Cc2ccco2)C2(C(=O)NC3CCCCC3)CCN(C)CC2)no1	-3	4	1	16	-2	3	4	-0.5	1
O=C(Nc1ccc(CN2CCS(=O)(=O)CC2)cc1)c1ccc(F)cc1	-11	-1	0	-4	3	-2	-8	-1.0	19
COc1ccc(C(C)=O)cc1COc1cccc2cccnc12	6	2	0	7	-11	0	-5	-1.1	-5
O=C(Nc1cc2c3c(c1)C1CCCC1CN3CC1CCCC21)c1ccccc1 (stereo unspecified)	-5	1	2	14	-9	4	-13	0.3	-7
O=C(Nc1ccc(Br)c(Cl)c1)c1ccco1	-3	-10	2	2	-8	1	4	-1.1	-3
Nc1nonc1C(=O)NCCc1ccccc1	-25	9	2	15	-3	0	-2	-0.5	5
OC1(c2cccc(C(F)(F)F)c2)CCNCC1	-4	-1	0	-8	-3	3	-1	1.5	1
CC(=O)c1ccc(N(CC(=O)NC2CCS(=O)(=O)C2)S(=O)(=O)c2ccc(C)cc2)cc1 (stereo unspecified)	-6	2	1	-3	1	1	4	0.4	3
O=C(CSc1ncn[nH]1)c1ccc2c(c1)OCCO2	-15	7	1	12	-3	2	-5	0.0	4

# Whole records, looked up by structure. Order of values: M4 antag | M5 PAM | M4 ag | CRFBP-R2 block | CHRM5 agonist | IDE cell inh | CHRM5 antagonist | CRFR2-BP ag | M4 PAM
# Profile of COc1ccc(C(C)=O)cc1COc1cccc2cccnc12 : 6 | 2 | 0 | 7 | -11 | 0 | -5 | -1.1 | -5
# Profile of OC1(c2cccc(C(F)(F)F)c2)CCNCC1 : -4 | -1 | 0 | -8 | -3 | 3 | -1 | 1.5 | 1
